TRPN1 ag: zebrafish TRPN1 channel agonists, primary screen, cell-based, HEK293, calcium fluorescence. activation, % at 3 µM. HEK293 zebrafish TRPN1-YFP, Fluo-8 calcium fluorescence; 100% = response to 87 µM carbachol. AID 1424, 2008. 0.18% of 220,000 active. transient receptor potential cation channel N1 (TRPN1/NompC), Danio rerio;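 active = activation above its plate's cutoff, the mean activation of test wells on that plate plus 3 SD, cut at about 19% in these data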;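 note: 0% = DMSO alone and 100% = 87 µM carbachol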
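Material – zebrafish TRPN1-YFP in HEK293 cells · Doses – 3 µM single point · Schedule – dye 1 h 37 °C plus 30 min RT · Signal – Fluo-8 calcium fluorescence, excitation 470-495 nm, emission 515-575 nm · Read-out – % activation versus carbachol response · Control set – carbachol high, DMSO low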
TRPML3 ag: human TRPML3 channel agonists, primary screen, cell-based, HEK293 TRPML3-YFP, Fluo-8 calcium fluorescence, 3 µM; activation, % at 3 µM; Mucolipin-3 (Homo sapiens), Q8TDD5; AID 1448, 2008; 100% = the carbachol control signal; 0.29% of 220,000 active;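 active = activation above its plate's cutoff, the mean activation of the plate's test wells plus 3 SD, cut at about 12% in these data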;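 note: 0% = DMSO only wells and 100% = carbachol wells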
Target sequence (Q8TDD5 whole entry, looked up): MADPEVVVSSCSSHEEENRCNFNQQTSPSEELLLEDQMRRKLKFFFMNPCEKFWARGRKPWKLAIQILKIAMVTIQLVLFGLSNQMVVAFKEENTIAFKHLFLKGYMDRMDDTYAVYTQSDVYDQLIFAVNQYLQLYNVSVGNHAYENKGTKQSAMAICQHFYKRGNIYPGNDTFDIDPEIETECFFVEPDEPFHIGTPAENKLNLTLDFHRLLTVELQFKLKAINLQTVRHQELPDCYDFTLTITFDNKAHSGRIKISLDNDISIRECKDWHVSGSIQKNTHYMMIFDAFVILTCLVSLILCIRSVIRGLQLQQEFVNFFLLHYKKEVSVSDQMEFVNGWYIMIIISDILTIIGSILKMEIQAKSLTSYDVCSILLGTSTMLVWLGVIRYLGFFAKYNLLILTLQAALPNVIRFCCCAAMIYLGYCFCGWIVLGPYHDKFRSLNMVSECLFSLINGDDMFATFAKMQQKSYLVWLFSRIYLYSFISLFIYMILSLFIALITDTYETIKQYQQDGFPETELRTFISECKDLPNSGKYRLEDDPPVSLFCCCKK
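system = HEK293 cells stably carrying human TRPML3-YFP | doses = one concentration, 3 µM nominal, 0.3% DMSO | timing = dye loading 1 h 37 °C then 30 min ambient, 125 s read | detection = Fluo-8 calcium dye fluorescence, ex 470-495, em 515-575 nm | benchmarks = high control carbachol 87 µM, low control DMSO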
S1P4 antag: S1P4 receptor antagonists, primary screen, cell-based | S1P4-expressing cells, antagonist mode, reporter read-out | Sphingosine 1-phosphate receptor 4 (Homo sapiens), O95977 | 0.26% of 220,000 active | AID 1510, 2009 | inhibition, % at 4.98 µM; in the data active = inhibition above about 29%;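 note: 0% = wells stimulated with agonist and 100% = vehicle wells without agonist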
PERK inhibitor: block of dimerizer-induced PERK translation repression, primary screen, PERK inhibitor project, CHO PERK-DD cells, SEAP luminescence, HTS; inhibition, % at 5.6 µM; Eukaryotic translation initiation factor 2-alpha kinase 3 (Homo sapiens), Q9NZJ5; AID 1416, 2008; CHO PERK-DD fusion, SEAP luminescence translation reporter; 0.17% of 220,000 active;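 active = inhibition above the mean inhibition of all tested compounds plus 3 SD, set separately per screening campaign, cut at about 2.9% in these data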;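 note: PERK kinase domain activated by AP20187 dimerizer at 100 nM; 0% = DMSO with dimerizer and 100% = rapamycin at 8.4 µM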
S1P4 ag: S1P4 receptor agonists, primary screen, cell-based; S1P4-expressing cell line, agonist reporter assay; activation, % at 4.98 µM; Sphingosine 1-phosphate receptor 4 (Homo sapiens), O95977; 0.35% of 220,000 active; in the data active = activation above about 11%;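 note: 0% = DMSO vehicle and 100% = reference agonist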
EP2 modulator: EP2 receptor modulators, cAMP readout, primary screen, cell-based, HTRF cAMP, PGE2 stimulation; 0.83% of 260,000 active; induction, % at 25 µM; Prostaglandin E2 receptor EP2 subtype (Homo sapiens), P43116; EP2-expressing cells, cAMP HTRF FRET, PGE2 co-stimulation;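 active = compounds whose cAMP rise, as percent of the full-agonist control response, exceeds 60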;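 note: rat C6 glioma line stably carrying human EP2 under a CMV promoter; the protocol text gives 20 µM as final concentration; 100% = response of wells given 1 µM PGE2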
Target sequence (P43116 whole entry, looked up): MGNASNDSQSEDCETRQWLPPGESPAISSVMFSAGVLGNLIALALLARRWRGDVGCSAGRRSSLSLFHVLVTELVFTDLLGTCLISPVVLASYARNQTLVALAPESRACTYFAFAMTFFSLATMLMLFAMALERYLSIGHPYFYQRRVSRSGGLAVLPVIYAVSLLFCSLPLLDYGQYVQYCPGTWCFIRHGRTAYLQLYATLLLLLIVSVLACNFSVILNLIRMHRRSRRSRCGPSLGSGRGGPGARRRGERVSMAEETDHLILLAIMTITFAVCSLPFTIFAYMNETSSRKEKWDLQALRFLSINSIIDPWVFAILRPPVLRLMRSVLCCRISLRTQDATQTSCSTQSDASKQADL
Ba/F3 V617F tox: reduced viability of JAK2V617F-dependent Ba/F3 cells, primary screen, JAK2V617F inhibitor project, cell-based, Ba/F3 EpoR-JAK2V617F, luminescence; ATP luminescence; inhibition, % at 5.6 µM; 1.1% of 220,000 active; AID 1446, 2008;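 active = inhibition above the campaign mean plus 3 SD over all tested compounds, cut at about 24% in these data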;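 note: cytokine-independent growth of Ba/F3 cells driven by EpoR plus mutant JAK2; 0% = DMSO-treated cells and 100% = JAK inhibitor I control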
BaF3 parental: parental Ba/F3 cell viability inhibition, counter-screen for JAK2V617F inhibitor project, murine pro-B, CellTiter-Glo luminescence | CellTiter-Glo ATP luminescence | inhibition, % at 5.6 µM | 1.1% of 220,000 active;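 active = inhibition above a per-campaign cutoff, the mean inhibition of all tested compounds plus 3 SD, cut at about 27% in these data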;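 note: 0% = DMSO wells and 100% = JAK Inhibitor I control wells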
Calpain2 inh: inhibitors of pig calpain II, primary screen, biochemical, fluorogenic peptide substrate, 1536-well; purified calpain II, 30 min; inhibition, % at 16 µM; 0.37% of 220,000 active; AID 1236, 2008;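 active = inhibition above about 50%, limit read from the data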
Active calls of the source: *; i = inactive; & = joins results of further samples.

1) CN(CC1COc2ccccc2O1)C(=S)NC1CCCCC1 (centres undefined)
2) Cn1cc(Cl)c(C(=O)Nc2cccc(Cl)c2Cl)n1
3) CCNc1nc(NCC)n2c(SCC(=O)N(CC)C3CCCCC3)nnc2n1
4) COc1cc(C2NC(=O)NC(C)=C2C(=O)OCC2CCCO2)ccc1O (centres undefined)
5) O=C1OC(c2cccc([N+](=O)[O-])c2)C2(CCCC2)C(=O)C12CCCCC2 (centres undefined)
6) O=[N+]([O-])c1ccccc1OCCOc1ccccc1[N+](=O)[O-]
7) CCc1cc(=S)n2c([nH]c3ccccc32)c1C#N
8) COc1ccc(NC(=O)c2c(-c3ccccc3)noc2C)c(OC)c1
Compound,1,2,3,4,5,6,7,8
TRPN1 ag,-0.4,-0.2,-0.1,0.0,-0.6,-0.7,2.0,-1.2
TRPML3 ag,0.4,0.6,-0.1,0.9,0.7,-0.4,1.4,-0.3
S1P4 antag,-5,-20,-13,-12,-2,9,-12,-5
PERK inhibitor,0.8,0.1,-0.6,0.0,-0.5,0.8,0.4,-2.1
S1P4 ag,-0.4,1.2,0.4,0.3,-1.9,-1.3,1.3,1.7
EP2 modulator,-56,-19,23,5,55,13,-47,38
Ba/F3 V617F tox,-5,5,-1,2,5,-2,0,-2
BaF3 parental,2,6,-2,3,6,-2,4,5
Calpain2 inh,30,-46,6,18,53*,-7,-217,-3

9) COc1ccc(-n2cnc3cc(C(=O)NC4CCCC4)ccc32)cc1
10) CCc1cccc(C)c1NC(=O)CSc1nnc(CCCOc2ccc(Cl)cc2Cl)n1C
11) CCN(CC)S(=O)(=O)c1ccc(NC2c3ccccc3C(=O)N2CCN2CCOCC2)cc1 (centres undefined)
12) Cc1ccc(S(=O)(=O)CCSC(=N)N)cc1
13) COc1ccc(OCc2nc(N)nc(Nc3ccccc3)n2)cc1
14) Cc1cccc(C)c1NC(=S)NCc1ccncc1
15) COc1cc(-c2nc(Cc3ccccc3Cl)no2)cc(OC)c1OC
16) CC(=O)c1cc2c(cc1NS(=O)(=O)c1ccc(F)cc1)OCO2
Compound,9,10,11,12,13,14,15,16
TRPN1 ag,1.8,1.3,1.9,-0.1,-3.1,1.6,-0.4,1.4
TRPML3 ag,-0.1,0.6,1.8,0.9,-1.3,0.9,0.3,0.4
S1P4 antag,-2,-13,-2,-2,-2,9,-11,4
PERK inhibitor,0.4,-0.9,0.4,0.4,0.8,2.6,-1.8,0.7
S1P4 ag,-0.1,0.2,1.0,1.0,-0.6,1.3,1.0,-1.6
EP2 modulator,-16,-51,-15,11,-36,-28,31,-17
Ba/F3 V617F tox,-1,2,-1,8,1,1,0,-3
BaF3 parental,3,6,6,-3,1,-3,4,4
Calpain2 inh,21,28,-27,-20,17,17,-26,10

17) NC(=O)C1CCN(CCC(=O)Nc2cccc(Cl)c2)CC1
18) COc1ccc(CN2CCN(C(=O)c3cc(-c4cccnc4)nc4ccc(Cl)cc34)CC2)c(OC)c1OC
19) Cn1c(=O)c(C(=O)Nc2ccccc2S(N)(=O)=O)c(O)c2ccccc21
20) FC(F)(F)c1ccncc1-c1nnc(C2CCCCC2)o1
21) CC1CCCN(c2nc3c(c(=O)[nH]c(=O)n3C)n2CCCc2ccccc2)C1 (centres undefined)
22) O=C(NN1CCOCC1)c1cccc2ccccc12
23) Cc1cc(=O)oc2cc(OCC(=O)OCC(=O)Nc3ccc(C(N)=O)cc3)ccc12
24) Cc1onc(-c2c(F)cccc2Cl)c1C(=O)Nc1sc2c(c1C#N)CCC(C(C)(C)C)C2 (centres undefined)
Compound,17,18,19,20,21,22,23,24
TRPN1 ag,0.7,3.6,-0.2,1.1,0.3,0.4,1.3,0.6
TRPML3 ag,0.7,1.8,0.6,0.4,-0.1,-0.6,0.7,1.1
S1P4 antag,-14,5,-1,2,-31,-21,-3,-1
PERK inhibitor,0.2,0.3,0.8,1.0,0.1,0.8,0.0,1.1
S1P4 ag,0.3,-2.3,0.2,9.9,1.1,0.4,-1.8,0.6
EP2 modulator,11,-30,-8,-11,32,1,-19,34
Ba/F3 V617F tox,-6,4,-4,-3,2,2,2,-5
BaF3 parental,2,7,3,-2,5,12,2,2
Calpain2 inh,-15,-38,8,7,18,17,-52,-55

25) CCc1nnc(NS(=O)(=O)c2ccc(N=Cc3c(C)[nH]n(-c4ccc(C)cc4)c3=O)cc2)s1
26) Nc1c(C(=O)O)ccc2c1C(=O)c1ccccc1C2=O
27) CN(C)CCCN(C(=O)c1cc2ccccc2oc1=O)c1nc2ccc(F)cc2s1
28) CC(C)NC(=O)NC(=O)COC(=O)Cc1c(F)cccc1Cl
29) O=C(Nc1ccc(N2CCOCC2)c(Cl)c1)c1ccc(Cl)cc1
30) c1ccc(COc2ccc(CNCc3cccnc3)cc2)cc1
31) CCn1c(=O)cc(OCC(=O)N2CCc3ccccc32)c2ccccc21
32) NCCCC(=O)O
Compound,25,26,27,28,29,30,31,32
TRPN1 ag,0.2,1.1,0.3,-2.2,3.8,3.3,-0.1,-0.8
TRPML3 ag,0.4,0.9,0.5,-0.3,1.4,2.6,0.0,0.2
S1P4 antag,9,2,-20,-11,-10,-10,-4,-11
PERK inhibitor,1.0,0.8,-0.3,-0.2,1.9,-1.4,0.9,1.8
S1P4 ag,-1.4,-0.6,1.6,1.0,0.7,-1.2,-0.8,-1.9
EP2 modulator,-8,-40,-9,-5,-87&-24,-45,9,16&-7&-8
Ba/F3 V617F tox,8,-1,-4,-5,-2,5,2,-6
BaF3 parental,17,5,1,3,2,0,7,0
Calpain2 inh,-8,32,18,-3,-4,22,-11,5

33) O=C(c1ccco1)N1CCN(C(c2ccccc2F)c2nnnn2CC2CCCO2)CC1 (centres undefined)
34) CC(=O)N1CC=CC1(CC(C)C)C(=O)NCCN1CCOCC1 (centres undefined)
35) Cc1cc(C)cc(NC(=O)C(OC(=O)c2sccc2C)c2ccccc2)c1 (centres undefined)
36) CCCC/C(O)=C/c1nc2ccccc2[nH]c1=O
37) Cc1ccc(CC2CC(=O)N(c3nc(C)cc(C)n3)C2=O)cc1 (centres undefined)
38) COc1ccccc1/C=C(/C(=O)OCC(=O)Nc1ccccc1C(C)C)c1ccccc1
39) N#C/C(=C\c1ccc(N2CCOCC2)o1)C(=O)N1CCOCC1
40) COc1cc(C)nc(N(C)C(C)=O)n1
Compound,33,34,35,36,37,38,39,40
TRPN1 ag,-0.7,1.4,1.0,0.4,-0.3,3.2,3.5,-0.7
TRPML3 ag,0.0,-0.2,0.8,0.3,0.1,-0.2,3.2,0.8
S1P4 antag,-5,-5,-16,-6,-11,2,-12,-2
PERK inhibitor,-1.4,0.4,0.4,-0.5,1.0,0.3,0.7,0.1
S1P4 ag,-0.6,0.3,0.2,-3.4,0.1,-0.4,-1.4,3.6
EP2 modulator,28,18,-4,6,26,68*,20,21
Ba/F3 V617F tox,3,7,-3,0,-3,-3,0,-3
BaF3 parental,5,9,6,0,3,3,4,1
Calpain2 inh,-23,25,-19,13,-30,8,29,-1

41) CCOc1nc2ccccc2cc1/C=C/C(=O)O
42) O=C(CSc1ccc(-c2cccs2)nn1)NCc1ccccc1Cl
43) Cn1c(SCC(=O)NNC(=O)Nc2ccc(Cl)cc2)nnc1-c1ccccc1
44) CCCOc1ccc(N2CC(C(=O)Nc3ccc4c(c3)OCO4)CC2=O)cc1 (centres undefined)
45) Cc1cc(C)cc(N2C(=O)N(c3ccccc3C)C3CS(=O)(=O)CC32)c1 (centres undefined)
46) O=C(/C=C/Nc1ccccc1F)c1cccs1
47) COCCNC(=O)CNC(c1ccccc1)c1ccccc1
48) Cc1ccc2cc(C#N)c(NCc3ccco3)nc2c1
49) CC(C)CCOc1ccc(C(=O)C[N+]2(C)CCOCC2)cc1
Compound,41,42,43,44,45,46,47,48,49
TRPN1 ag,1.6,0.3,3.9,2.8,-0.3,0.2,-0.5,-0.1,-0.8
TRPML3 ag,0.2,-1.3,0.6,0.5,0.5,1.6,0.7,1.2,0.1
S1P4 antag,7,-21,-4,3,-12,-13,-2,-4,11
PERK inhibitor,-0.3,-0.2,1.6,0.5,0.9,0.3,1.5,-0.3,2.0
S1P4 ag,-0.2,3.2,-0.1,-0.4,3.7,4.1,1.9,2.3,2.3
EP2 modulator,-41,18,29,19,19,10,17,21&11,31
Ba/F3 V617F tox,0,-3,-2,2,-5,-2,2,-1,-4
BaF3 parental,5,3,5,4,-1,5,6,5,4
Calpain2 inh,i,7,21,10,-23,6,9,-336,13

From entry 41 to 44, copied from above:
41) CCOc1nc2ccccc2cc1/C=C/C(=O)O
42) O=C(CSc1ccc(-c2cccs2)nn1)NCc1ccccc1Cl
43) Cn1c(SCC(=O)NNC(=O)Nc2ccc(Cl)cc2)nnc1-c1ccccc1
44) CCCOc1ccc(N2CC(C(=O)Nc3ccc4c(c3)OCO4)CC2=O)cc1 (centres undefined)
Compound,41,42,43,44
TRPN1 ag,1.6,0.3,3.9,2.8
TRPML3 ag,0.2,-1.3,0.6,0.5
S1P4 antag,7,-21,-4,3
PERK inhibitor,-0.3,-0.2,1.6,0.5
S1P4 ag,-0.2,3.2,-0.1,-0.4
EP2 modulator,-41,18,29,19
Ba/F3 V617F tox,0,-3,-2,2
BaF3 parental,5,3,5,4
Calpain2 inh,i,7,21,10
